PLK1 PBD inh: PLK1 (human) polo-box domain binding inhibition. P53350. Plk1 PBD binding of FITC phosphopeptide, fluorescence polarization. Potency, µM, inactives show max response, negative = inhibition, most hits filed as inhibitors. actives 2.8% (n = 360,000); further: potency means the concentration at half of the fitted maximal effect; series mostly up to about 57 µM; on the % scale 0 is the no-effect control and ±100 the full control effect; nearly all actives have a fitted effect of over 65% in size
EPAC1 antagonist: EPAC1 (human) antagonism. Potency, µM (series often up to 115 µM), for inactives: at the top dose activity change, negative = inhibition, usual class: inhibitors. O95398. actives 0.14% (n = 360,000). EPAC1 GEF assay, Rap1b-BODIPY-GDP exchange fluorescence;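 further: potency means the concentration at half of the fitted maximal effect; plate controls were vehicle for no effect and positive control for full effect; nearly all actives have a fitted effect of over 50% in size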
PTHR1 ag: agonists of human PTHR1 parathyroid hormone receptor. Q03431. HEK293 GP2 PTHR1 cells, GloSensor cAMP luminescence, 1 h. Potency, µM (titrated, usually from 115 µM), without a hit: at the top dose activation, most hits filed as activators. actives 0.075% (n = 410,000); further: potency means the concentration at half of the fitted maximal effect; nearly all actives have a fitted effect of over 55% in size; some results filed as inactive show a strong effect at the top dose; inactives centre near -15; many of its hits are not listed in these tables
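HEK-293-derived GP2 cells expressing PTHR1 and a GloSensor cAMP reporter, 3,000/well, plated overnight, given luciferin plus IBMX (each 0.5 mM as added) for 1 h at 37 °C, then compound for 1 h at 37 °C. Luminescence was read after 15 min at room temperature.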
GLP1R cytotox: cytotoxic in the GLP-1 receptor inverse agonist counter-screen. actives 0.13% (n = 410,000). Potency, µM (top dose mostly 38.3 µM), for inactives: top-dose activity change, negative = inhibition, actives largely listed as inhibitors. HEK293 cAMP-luciferase reporter cells, luminescence, 24 h;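 further: loss of luciferase light is scored as toxicity; potency means the concentration at half of the fitted maximal effect; on the % scale 0 is the no-effect control and ±100 the full control effect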
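To flag toxic compounds, the library was rerun on cells for 24 hr at 37 deg C and 5% CO2. Viability-linked luminescence was captured 12 min after adding luciferase detection reagent.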
IL2 activator: activators of IL-2; IL-2 activation reporter assay, cell-based qHTS; stimulated with anti-CD3/CD4/CD28 beads; in transgenic mouse T cells; AID 652025; activation, % (series mostly up to about 46 µM); actives 0.065% (n = 360,000); in the data active means activation above about 50%; inconclusive means mostly about 30% to 49%; further: 0% is about no effect
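Readout is EGFP and DsRed signal by fluorescent plate cytometry after 18 h at 37 degrees C. Transgenic mouse T cells (750/well) received compound for 60 min before bead stimulation (anti-CD3, anti-CD4, anti-CD28); memory T cells served as non-tolerant control.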
PI5P4Ka inh: blocks human PI5P4K alpha kinase activity; P48426; PI5P4Kalpha enzyme, ADP-Glo luminescence, 60 min; active compounds read low; max response, %; actives 1.2% (n = 330,000); AID 652105; active means max response of -50% or lower; inconclusive means between -30% and -50%; inactive means -30% or higher; further: value at the top dose of about 77 µM; on the % scale 0 is the no-effect control and ±100 the full control effect
Target sequence (P48426 whole entry, looked up): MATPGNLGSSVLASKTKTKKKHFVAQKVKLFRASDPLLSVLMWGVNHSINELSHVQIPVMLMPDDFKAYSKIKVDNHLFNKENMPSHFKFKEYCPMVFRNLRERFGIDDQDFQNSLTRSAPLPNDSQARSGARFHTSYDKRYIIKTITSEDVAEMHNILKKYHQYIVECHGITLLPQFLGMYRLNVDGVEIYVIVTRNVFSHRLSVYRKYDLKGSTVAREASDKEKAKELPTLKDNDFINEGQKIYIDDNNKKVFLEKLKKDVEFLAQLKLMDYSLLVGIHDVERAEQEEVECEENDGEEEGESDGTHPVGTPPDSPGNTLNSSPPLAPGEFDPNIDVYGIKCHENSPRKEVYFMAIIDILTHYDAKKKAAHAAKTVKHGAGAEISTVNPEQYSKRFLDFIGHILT
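Reactions run in 0.038 M HEPES pH 7.4, 0.28 mM EGTA, 0.1% CHAPS and 5% DMSO, with PI5P4Kalpha, substrate, compound and 5 microM ATP final, one hour at room temperature. Readout is ADP-Glo luminescence.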
GLP1R inv ag: GLP-1 receptor (human) inverse agonism; P43220; HEK293 GLP-1R CRE-luciferase, luminescence, 24 h; GLP-1R form is constitutively active; Potency, µM (highest dose often 38.3 µM), for the others: at the top dose activity change, negative = inhibition, actives largely listed as inhibitors; actives 1.6% (n = 410,000); AID 624417; further: potency means the concentration at half of the fitted maximal effect; on the % scale 0 is the no-effect control and ±100 the full control effect; nearly all actives have a fitted effect of over 55% in size
Target sequence (P43220 whole entry, looked up): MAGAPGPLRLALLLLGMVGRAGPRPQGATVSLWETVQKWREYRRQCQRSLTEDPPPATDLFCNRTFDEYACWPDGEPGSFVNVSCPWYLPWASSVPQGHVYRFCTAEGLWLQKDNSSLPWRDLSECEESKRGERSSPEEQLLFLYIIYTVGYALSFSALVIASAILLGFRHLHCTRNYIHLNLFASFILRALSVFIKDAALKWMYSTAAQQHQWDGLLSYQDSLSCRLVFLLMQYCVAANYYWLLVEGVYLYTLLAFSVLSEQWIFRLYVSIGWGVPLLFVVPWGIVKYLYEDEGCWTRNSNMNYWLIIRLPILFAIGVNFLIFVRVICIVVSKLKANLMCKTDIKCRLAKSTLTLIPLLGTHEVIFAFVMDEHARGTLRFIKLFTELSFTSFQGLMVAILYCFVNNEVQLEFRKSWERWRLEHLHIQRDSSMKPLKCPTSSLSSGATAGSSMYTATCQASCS
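Assay principle: reduced luminescence from a cAMP-responsive reporter in HEK293 cells co-expressing a constitutively active GLP-1R. Conditions: 24 hr compound incubation, 37 deg C, 5% CO2.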
EPAC1 agonist: agonists of human EPAC1 | O95398 | EPAC1 agonist qHTS, biochemical assay; response scale: 100% = response to 6.5 mM cAMP | Potency, µM (doses to about 154 µM), inactives show at the top dose activation, actives largely listed as activators | actives 0.073% (n = 360,000); further: potency means the concentration at half of the fitted maximal effect; nearly all actives have a fitted effect of over 60% in size
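EPAC1 100 nM, Rap1B–BODIPY-GDP 250 nM, unlabeled GDP 50 uM; compound titration; 5 min RT; kinetic read ex480/em540 at 5-min intervals ×30 min; data normalized to 6.5 mM cAMP agonist control.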
GLP1R ag: agonists of human GLP-1 receptor. actives 0.007% (n = 380,000). Potency, µM (doses to about 45.6 µM), inactives show top-dose activation, usual class: activators. HEK293 GLP-1R CRE-luciferase, luminescence, 4-6 h; cells express a hypersensitive GLP-1R form; further: potency means the concentration at half of the fitted maximal effect; % of control where 0% means no effect
An asterisk follows results filed as active; i = inactive; ? = inconclusive; nt = not tested or not shown; & = joins results of further samples; [ ] = dose if it differs, or a comment. Unless noted, the call rests on the fitted dose curve; in most records, active means well fitted curve in the direction sought with a large enough effect; inconclusive means small, poorly fitted or top-dose-only effect, or another doubt; inactive means no such curve, though single readings can be large; an effect the other way counts as inactive or inconclusive. A portion of the library (hit frequency here may not be typical).

Every second line gives: PLK1 PBD inh, EPAC1 antagonist, PTHR1 ag, GLP1R cytotox, IL2 activator, PI5P4Ka inh, GLP1R inv ag, EPAC1 agonist, GLP1R ag
#1 COc1ccc(S(=O)(=O)N2CCc3ccccc3C2)cc1
  -3.7%, -12.5%, i, 0.8%, -3.1, 8.1, 59.2%[activator], 1.3%, 28.9%
#2 CCN(CC)S(=O)(=O)c1cc(NC(=O)CN2C(=O)NC3(CCCc4ccccc43)C2=O)ccc1C (configuration not stated)
  -20.1%, -20.1%, -19.1%, -6.3%, -6.5, -1.7, ?, 13.0%, 26.1%
#3 Oc1ccc2ccccc2c1/C=N/c1nccs1
  18.9µM*, -7.1%, -9.8%[57.5 µM], -19.4%, -0.5, 2.8, -23.6%, 0.0%, -7.1%
#4 Oc1ccc(/C=N/Nc2ccc(C(F)(F)F)cn2)cc1
  7.5%, -11.7%, -32.3%[inhibitor], -7.6%, 4.1, 3.7, ?, -0.9%, 12.7%
#5 Cc1ccccc1C(=O)Nc1cccc(NC(=O)c2ccc(-c3ccc(Br)cc3)o2)c1
  -9.8%, -7.2%, i, ?, 11.5, -5.5, -30.4%, 7.7%, 5.1%
#6 COc1cccc(-c2cnc(C(O)c3cc(C)ccc3C)[nH]2)c1 (configuration not stated)
  4.1%, 0.5%, -17.8%, 2.7%, -0.4, 0.1, -24.5%, 8.3%, 1.3%
#7 Cn1c(SCC(=O)N2CCc3ccccc32)nnc1-c1ccc(S(=O)(=O)N2CCCC2)cc1
  0.3%, -2.8%, -1.5%, 11.3%, -0.6, 3.2, 14.8%, -8.7%, 10.7%
#8 COc1ccc(NCC(=O)N2CCCC2)cc1Cl
  -8.5%, -8.5%, -19.9%, 13.9%, -5.2, -3.6, 7.9%, 4.5%, 3.7%
#9 O=C(CSc1c2c(nc3ccccc13)CCC2)N1CCCC1
  -5.1%, -11.4%, i, -17.9%, 0.3, 2.1, 6.7%, -8.9%, 14.4%
#10 Cc1cccc2sc(NS(C)(=O)=O)nc12
  -0.1%, 9.8%, -15.7%, 5.5%, -2.1, -12.7, 7.4%, -6.3%, 14.6%
#11 Cc1cccc(NC(=O)c2nc[nH]c2C(=O)NCCN(CCNC(=O)c2[nH]cnc2C(=O)Nc2cccc(C)c2)CCNC(=O)c2[nH]cnc2C(=O)Nc2cccc(C)c2)c1
  -5.8%, 7.1%, i, -10.1%, -0.6, -14.7, 5.5%, 8.0%, -2.4%
#12 O=C(COC(=O)c1cc(S(=O)(=O)N2CCCC2)ccc1O)NCc1ccccc1
  -6.6%, 2.6%, -21.3%, 4.1%, 0.2, -1.5, 2.8%, -0.2%, 6.9%
#13 CCn1c(SCc2ccccc2)nc2cc(OC)c(OC)cc2c1=O
  -1.4%, 1.9%, i, 3.0%, 0.7, 10.1, ?, -1.4%, 24.5%
#14 COc1ccc(NC(=O)CSc2ccc3nnc(-c4ccccn4)n3n2)c(OC)c1
  3.0%, 12.6%, -8.0%, -3.4%, 4.0, -5.0, 18.4%, -7.4%, -1.8%
#15 CN(CC1CCCN(CCc2ccc(Cl)cc2)C1)C(=O)C(=O)c1ccco1 (configuration not stated)
  -18.2%, -1.9%, -0.4%, -13.1%, -1.1, -0.8, ?, 11.6%, -7.8%
#16 O=[N+]([O-])c1cccc(-c2csc(CS(=O)(=O)Cc3ccco3)n2)c1
  3.7%, -16.5%, i, 3.3%, -0.2, 2.1, 4.4%, 3.8%, 13.4%
#17 C/C(CC(=O)N1CCN(C=O)CC1)=N\NC(=O)c1ccc([N+](=O)[O-])cc1
  -15.3%, -1.8%, -12.7%, 3.0%, -2.1, 6.0, 3.8%, -1.2%, 4.5%
#18 CCOC(=O)N1CCN(C(=O)C2CCCN(c3nc4ccc(OCC)cc4s3)C2)CC1 (configuration not stated)
  -2.3%, -6.2%, i, -11.9%, 0.3, -7.2, 1.5%, -22.4%, -3.6%
#19 CC1=[N+]([O-])C(C)(C)N(O)C1(C)C
  1.4%, 6.7%, 3.1%, -16.5%, -2.1, -3.1, -1.2%, -5.9%, 0.1%
#20 CC(=O)Nc1sc2c(c1C(N)=O)CCCC2
  -10.0%, 1.0%, i, -21.9%, 7.5, -2.3, 15.4%, 1.2%, -7.6%
#21 O=c1[nH]c(-c2ccncc2)nc2ccccc12
  5.32µM*, 4.1%, 3.8%, 6.2%, -1.8, ?, 28.8%, 0.0%, 3.5%
#22 COc1ccc(CN2CCC[C@]3(N[C@H](c4ccc(OC)cc4)[C@@H]4C(=O)N(Cc5ccccc5)C(=O)[C@@H]43)C2=O)cc1
  -18.4%, -6.8%, -23.7%, 0.6%, -2.4, 0.6, -19.2%, 8.1%, 2.8%
#23 CCOc1ccc(S(=O)(=O)Nc2cc(Cl)ccc2O)cc1
  -5.2%, -20.9%, -11.4%, -24.5%, 1.2, 5.4, ?, -1.0%, -17.5%
#24 C#Cc1ccc([C@@H]2C=C(C(=O)NC3CC3)O[C@H](OCCCCO)C2)cc1
  2.9%, -6.5%, i, 1.8%, 0.3, -5.1, 9.5%, -10.0%, 5.1%
#25 Cc1ccc(C(=O)N2CCN(c3ccc([N+](=O)[O-])cc3-n3cccc3)CC2)cc1
  -10.6%, -23.2%, -48.4%[inhibitor], 7.4%, -1.9, -1.4, ?, 5.1%, 27.2%
#26 c1ccc(CCN(Cc2ccccc2)C2CCN(C3CCCC3)CC2)cc1
  -8.8%, -10.0%, i, -3.4%, 0.0, 10.4, ?, 9.6%, 4.4%
#27 N#CC1=C(N)Oc2n[nH]c(-c3cccs3)c2C1C1CCCCC1 (configuration not stated)
  -2.6%, -9.9%, i, ?, 0.5, ?, ?, 16.0%, -3.9%
#28 Fc1ccc(-c2ccnc3nc(N4CCN(c5ccccc5)CC4)nn23)cc1
  -2.7%, 7.2%, -22.0%, -0.3%, -1.0, 1.2, -8.9%, 2.7%, -2.5%
#29 CCCCOc1ccc(NC2=NC3(CCCC3)N=C(N)N2)cc1
  -5.2%, 3.5%, -4.9%[57.5 µM], -10.4%, -1.7, nt, 0.0%, 4.0%, -6.2%
#30 N#C/C(=C/c1ccc(-c2ccc(C(=O)O)c(Cl)c2)o1)C(=O)NCC1CCCO1 (configuration not stated)
  -7.2%, -24.1%, i, -22.1%, -0.7, -21.0, 21.5%, -1.0%, -1.6%

An excerpt from above, showing only GLP1R ag, PI5P4Ka inh and IL2 activator:
nr	canonical_smiles	GLP1R ag	PI5P4Ka inh	IL2 activator
6	COc1cccc(-c2cnc(C(O)c3cc(C)ccc3C)[nH]2)c1 (configuration not stated)	1.3%	0.1	-0.4
7	Cn1c(SCC(=O)N2CCc3ccccc32)nnc1-c1ccc(S(=O)(=O)N2CCCC2)cc1	10.7%	3.2	-0.6
8	COc1ccc(NCC(=O)N2CCCC2)cc1Cl	3.7%	-3.6	-5.2
9	O=C(CSc1c2c(nc3ccccc13)CCC2)N1CCCC1	14.4%	2.1	0.3
10	Cc1cccc2sc(NS(C)(=O)=O)nc12	14.6%	-12.7	-2.1

(continued)
Every second line gives: PLK1 PBD inh, EPAC1 antagonist, PTHR1 ag, GLP1R cytotox, IL2 activator, PI5P4Ka inh, GLP1R inv ag, EPAC1 agonist, GLP1R ag
#31 CC(=O)Nc1ccc2cnn(C(C)=O)c2c1
  3.4%, 13.4%, -21.3%, 0.2%, -2.8, 0.6, 32.4%[activator], -3.7%, -2.0%
#32 COC(=O)CSc1cc(C(=O)c2nccn2C)c2ccccc2n1
  -11.6%, -0.8%, -11.9%, 21.3%, -2.7, 0.3, 5.3%, 0.7%, 8.7%
#33 CSc1nnc2c(n1)OC(c1cn(C)c3ccccc13)N(C(C)=O)c1ccccc1-2 (configuration not stated)
  -7.5%, 13.6%, -3.8%[57.5 µM], -2.3%, -0.6, -1.7, 5.1%, 2.6%, 0.3%
#34 COc1cc(OC)c(C(=O)C=Cc2ccc(OC)c(OC)c2)c(OC)c1
  -15.9%, -0.9%, i, ?, -0.4, -0.4, ?, -8.3%, 11.2%
#35 COc1ccc(OCC(CO)N2CCN(c3ccccc3)CC2)cc1 (configuration not stated)
  0.8%, -7.1%, i, ?, 0.2, 0.3, ?, -2.0%, 14.3%
#36 Cc1cccc(-c2nc(-c3ccncc3)no2)c1
  -4.8%, 2.2%, -20.8%, 0.0%, 2.0, -5.6, 11.7%, -2.9%, -2.1%
#37 COc1ccccc1-c1nn(Cc2ccccc2)cc1C(=O)N1CCN(c2ncccn2)CC1
  -3.2%, 3.3%, i, ?, -2.6, 5.4, -37.7%, 11.4%, -1.0%
#38 CN(C(=S)NC(=O)c1ccc(Cl)cc1)C1CCCCC1
  21.2µM*, -12.2%, -22.5%, -22.0%, -1.0, -97.9*, ?, -0.6%, 3.5%
#39 O=C(N/N=C/c1cn(-c2ccccc2)nc1-c1cccs1)c1ccccc1F
  -2.3%, -10.8%, -6.8%, ?, -2.8, 0.0, -1.3%, 8.0%, 5.1%
#40 CCOC(=O)C(C)Sc1nc(-c2ccco2)cc(C(F)(F)F)c1C#N (configuration not stated)
  -19.7%, ?, -73.3%[inhibitor], -24.0%, 2.7, -55.8*, -20.8%, -10.8%, 7.8%
#41 CC(=O)Oc1ccc(C(c2ccc(OC(C)=O)cc2)c2ccccn2)cc1
  -3.4%, -10.1%, -17.5%, -1.9%, -0.6, 0.2, 12.1%, -7.7%, -0.5%&12.8%

Single records (already shown). Order of values: PLK1 PBD inh	EPAC1 antagonist	PTHR1 ag	GLP1R cytotox	IL2 activator	PI5P4Ka inh	GLP1R inv ag	EPAC1 agonist	GLP1R ag
C/C(CC(=O)N1CCN(C=O)CC1)=N\NC(=O)c1ccc([N+](=O)[O-])cc1 across the screens: -15.3%	-1.8%	-12.7%	3.0%	-2.1	6.0	3.8%	-1.2%	4.5%
N#CC1=C(N)Oc2n[nH]c(-c3cccs3)c2C1C1CCCCC1 (configuration not stated) across the screens: -2.6%	-9.9%	i	?	0.5	?	?	16.0%	-3.9%
